M1AAP inhibition = P. falciparum M1AAP inhibitors, biochemical, fluorogenic H-Leu-NHMec substrate, 1536-well (AID 1445) | recombinant M1AAP, H-Leu-NHMec fluorogenic kinetic assay; higher % means a stronger effect | inhibition, % at 30 µM; hits with a dose series show IC50 in µM | 0.42% of 220,000 active;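 active = primary inhibition above the hit cutoff, then over 50% inhibition at one or more dose response concentrations, cut at about 23% in these data, passing the limit was not always enough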;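 note: plate controls were DMSO full reaction for no effect and no enzyme background for full effect; strong numbers were not always called active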
PMI inhibition = MPI inhibition at elevated mannose 6-phosphate – biochemical, fluorescence intensity, high mannose 6-phosphate, primary screen (AID 1220); recombinant PMI enzyme, coupled fluorescence intensity; higher % means a stronger effect; inhibition, % at 20 µM, or IC50 in µM where a hit was titrated; 0.66% of 190,000 active
P. falciparum M17LAP = P. falciparum M17LAP inhibitors, primary screen, biochemical, fluorogenic H-Leu-NHMec substrate, 1536-well (AID 1619) | recombinant M17LAP, H-Leu-NHMec fluorogenic kinetic assay; higher % means a stronger effect | inhibition, % at 30 µM; hits with a dose series show IC50 in µM | 0.38% of 220,000 active;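 active = compound inhibiting the enzyme by more than half at any dose during confirmatory dose-response retesting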;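 note: plate controls were full reaction with DMSO carrier for no effect and no enzyme background for full effect; strong numbers were not always called active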
PMI inhibitors = MPI enzyme activity inhibition – biochemical, fluorescence intensity, coupled assay, primary screen (AID 1209) | 0.42% of 190,000 active | inhibition, % at 20 µM, or IC50 in µM where a hit was titrated | purified PMI enzyme, coupled fluorescence intensity; higher % means a stronger effect;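 note: plate controls were DMSO vehicle for no effect and wells lacking substrate for full effect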
XIAP antagonists = small molecules displacing peptide from XIAP – biochemical, IAP family, fluorescence polarization (AID 1018); 0.007% of 200,000 active; XIAP BIR domain, fluorescence polarization peptide displacement; higher % means a stronger effect; displacement, % at 20 µM, or IC50 in µM where a hit was titrated; in the data active = displacement above about 50%; note: a part of the inactive calls stands beside numbers as strong as those of hits
CSM14.1 death rescue = protection against thapsigargin-triggered cell killing – 384-well, CSM14.1, ATP luminescence, primary screen (AID 1222). cellular ATP content (survival), % at 20 µM, or EC50 in µM where a hit was titrated. CSM14.1 thapsigargin-induced death rescue, ATP luminescence; higher % means a stronger effect. 190,000 tested, under 10 active;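 active = EC50 below 50 µM in the dose-response confirmation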;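 note: death triggered by thapsigargin at about 15 µM added after 2 h compound pretreatment; cell ATP read after overnight thapsigargin exposure of roughly 18 to 22 hours; normalized against plate controls of thapsigargin alone and 5% DMSO vehicle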
TNAP activators = human TNAP enzyme activators, primary screen, biochemical, luminescent, no phosphate acceptor, uHTS (AID 1001) | purified TNAP, luminescent activation assay, no phosphate acceptor; higher activation fold means a stronger effect | 0.03% of 200,000 active | one-dose activation fold at 20 µM; EC50 in µM for titrated hits; in the data active = activation fold from about 3, or a potency from the dose series; inactive = the rest, 99 in 100 with activation fold below about 1.6; note: many of its hits are not listed in these tables
LYP inhibition = PTPN22 lymphoid phosphatase activity blockers – biochemical, fluorescence intensity, uHTS (AID 1779); recombinant LYP phosphatase, fluorescence intensity; higher % means a stronger effect; inhibition, % at 11.5 µM; hits with a dose series show IC50 in µM; 0.054% of 290,000 active;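 note: plate controls were vehicle with enzyme for no effect and no enzyme for full effect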
Myeloid diff MLP = myeloid differentiation induction | ER-HoxA9 myeloid progenitors, lysozyme-GFP differentiation, flow cytometry | 1% of 360,000 active | AID 624256 | calls only at 10 µM;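 active = normalized GFP-positive differentiation at or above the plate's own cutoff, the solvent-only control mean plus 3 SD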;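 note: cells exposed to compound for four days before flow analysis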
Myeloid diff MLP GFP+ MAC1+ % = further read-out of Myeloid diff MLP, marked with its call; GFP+ MAC1+ double positive, %; measured here: differentiation confirmed by MAC1 staining
The depositor's hits bear a star; i = inactive; . = no result given. Cut-off read from the data, not from the text of the source, unless noted: active = inhibition above about 50%; inactive = the rest.

# | Molecule | PMI inhibitors | P. falciparum M17LAP | Myeloid diff MLP GFP+ MAC1+ % | Myeloid diff MLP | XIAP antagonists | PMI inhibition | TNAP activators | M1AAP inhibition | LYP inhibition | CSM14.1 death rescue
1 | COc1ccc(NC(=O)COc2nc3ccccc3nc2N2CCOCC2)c(OC)c1 | -7.7% | -2.7% | 0.5 | i | -5.8% | -11.4% | 1.1 | -4.6% | -2.4% | -0.6%
2 | CCC(C)NC(=O)CN(c1cc(Cl)cc(Cl)c1)S(C)(=O)=O (stereo not drawn) | 11.3% | . | 0.1 | i | -3.4% | -0.4% | 1.1 | . | -9.0% | 0.9%
3 | CC(=O)c1c(C)[nH]c(C(=O)OCC(=O)N2c3ccccc3NC(=O)C2(C)C)c1C | 1.6% | 1.2% | 0.5 | i | -4.6% | 6.0% | 1.2 | -2.4% | -3.3% | -0.7%
4 | Cc1ccccc1OCCC(=O)OCC(=O)NC(C)c1ccccc1 (stereo not drawn) | -0.2% | 1.0% | 0.2 | i | -3.3% | 3.2% | 1.1 | -0.2% | -6.0% | .
5 | Cc1ccc(C(=O)Nc2ccccc2N2CCN(C(=O)C(C)C)CC2)cc1C | 6.6% | 7.6% | 0.9 | i | -4.9% | 8.8% | 1.1 | 3.5% | -1.2% | -2.6%
6 | Cc1ccccc1-c1n[nH]c(=S)n1/N=C/c1c(C)nn(-c2ccccc2)c1C | 22.2% | 6.3% | 0.4 | i | -11.5% | 22.6% | 1.2 | -4.8% | 8.4% | -2.7%
7 | O=[N+]([O-])c1cc(Cl)ccc1N1CCCC1 | 13.8% | . | 0.3 | i | -3.7% | 6.8% | 1 | . | -6.0% | -0.5%
8 | CCC(=O)NC(=S)Nc1ccc(NC(=O)c2cc3ccccc3o2)c(OC)c1 | 9.3% | 6.7% | 0.3 | i | -5.6% | 3.6% | 1.1 | 7.4% | -6.4% | 6.9%
9 | COc1cccc(CNC(=O)CCC2CCCN(C(=O)c3ccc(OC)o3)C2)c1 (stereo not drawn) | -7.1% | 33.8% | 0.6 | i | -6.7% | -12.9% | 1 | 12.6% | -10.1% | -1.7%
10 | O=C(NCc1ccccn1)c1cc(-c2ccc(Br)cc2)nc2ccccc12 | 4.0% | 10.7% | 0.6 | i | -3.7% | -2.4% | 1.1 | -0.5% | -4.5% | -0.6%
11 | CC(C)NC(=O)c1cc2c(C(F)(F)F)nn(C)c2s1 | 8.4% | 8.2% | 0.5 | i | -1.5% | 32.8% | 1.1 | -3.3% | -9.6% | 0.7%
12 | COc1ccc(-c2cc(C(F)(F)F)n3nc(C(=O)Nc4cc(C)on4)cc3n2)cc1OC | 8.1% | 15.2% | 0.8 | i | -3.9% | -2.1% | 1 | 2.9% | 0.1% | .
13 | Cc1ccc(-c2cc(C(=O)NCc3ccco3)no2)cc1 | 2.1% | -5.1% | 16.2 | i | -1.1% | 5.7% | 1.1 | 7.6% | -2.8% | -2.4%
14 | CCc1cc2c(=O)n(-c3ccccc3)c(=S)[nH]c2s1 | 6.2% | -16.5% | 0.8 | i | -3.0% | 6.1% | 1.1 | 5.1% | 3.5% | 4.1%
15 | O=[N+]([O-])c1ccc(Cl)c(S(=O)(=O)N2CCCCCC2)c1 | 5.8% | 7.3% | 0.5 | i | -1.7% | 14.8% | 1.1 | 3.2% | -2.5% | 8.7%
16 | CS(=O)(=O)c1ccc(Cl)c(NC(=O)COC(=O)CNC(=O)c2ccc(Br)o2)c1 | 11.7% | -14.4% | 0.4 | i | -15.5% | 3.8% | 1.1 | 2.5% | -0.5% | 4.7%
17 | COc1cccc(-n2cc3c(=O)n(C)c(=O)n(C)c3c2)c1 | -45.3% | 7.6% | 0.6 | i | -3.5% | -42.6% | 1.1 | 0.3% | -9.3% | 1.0%
18 | Cc1nn2cc(-c3ccccc3)nc2s1 | -4.4% | -5.4% | 2.8 | i | 0.1% | -4.5% | 1.1 | 5.8% | -7.9% | -2.8%
19 | COC(=O)c1ccccc1NC(=O)N[C@@H](C)C(=O)OC | -11.9% | -2.9% | 0.6 | i | -3.3% | -13.4% | 1.1 | 4.6% | -2.3% | -1.4%
20 | CC(=O)c1cccc(S(=O)(=O)N(Cc2cc3cc4c(cc3[nH]c2=O)OCCO4)CC2CCCO2)c1 (stereo not drawn) | 6.3% | -2.0% | 1.7 | i | 1.8% | 8.7% | 1 | -1.8% | -6.5% | 0.4%
21 | O=S(=O)(Nc1ccc(C(F)(F)F)cn1)c1ccccc1 | . | 2.1% | 0.4 | i | . | . | . | 2.4% | -3.9% | .
22 | Nc1ncc(-n2cncn2)c(-c2ccccc2)n1 | 2.4% | 7.4% | 0.4 | i | -3.5% | 2.7% | 1.1 | 5.6% | -1.9% | -0.8%
23 | Cc1cccc(C(=O)NC(C)C(c2cccs2)N2CCOCC2)c1 (stereo not drawn) | . | 8.0% | 0.3 | i | . | . | . | 2.5% | -5.4% | .
24 | COc1ccccc1/C=N/NC(=O)CSc1cc(C)nc2ccccc12 | . | -2.3% | 1.5 | i | -5.6% | . | 1.1 | 2.6% | 5.6% | -2.5%
25 | CC(C)(C)c1ccccc1OCC(=O)NCCC(=O)O | -0.1% | -3.7% | 1.4 | i | -2.4% | 11.7% | 1.1 | 10.3% | -3.3% | -0.3%
26 | O=C(NNC(=O)C1CCCCC1)c1ccco1 | -16.3% | 0.8% | 0.2 | i | -7.9% | -12.1% | 1.1 | 4.2% | -2.1% | 1.2%
27 | COc1ccc(CCN2C(=O)CC(NNC(=O)c3ccccc3Br)C2=O)cc1 (stereo not drawn) | 5.0% | 4.3% | 0.4 | i | -0.5% | -1.3% | 1.2 | 0.8% | -2.6% | -1.9%
28 | O=C(COC(=O)CNC(=O)C1CCCCC1)Nc1ccc2ccccc2c1 | 18.3% | 2.1% | 0.9 | i | -11.4% | 7.3% | 1.1 | 2.5% | -1.7% | 0.0%
29 | COc1ccc(C2=[N+](C)CCn3cccc32)c(OC)c1 | 22.0% | -5.6% | 0.6 | i | -1.5% | 14.4% | 1.1 | 12.1% | -2.0% | -0.1%
30 | O=C(COC(=O)c1c2ccccc2cc2ccccc12)NCC(F)(F)F | 6.6% | -15.3% | 0.3 | i | -2.5% | 3.9% | 1.1 | 7.4% | -3.4% | -2.8%

Copied from above, nos. 29 to 30
# | Molecule | PMI inhibitors | P. falciparum M17LAP | Myeloid diff MLP GFP+ MAC1+ % | Myeloid diff MLP | XIAP antagonists | PMI inhibition | TNAP activators | M1AAP inhibition | LYP inhibition | CSM14.1 death rescue
29 | COc1ccc(C2=[N+](C)CCn3cccc32)c(OC)c1 | 22.0% | -5.6% | 0.6 | i | -1.5% | 14.4% | 1.1 | 12.1% | -2.0% | -0.1%
30 | O=C(COC(=O)c1c2ccccc2cc2ccccc12)NCC(F)(F)F | 6.6% | -15.3% | 0.3 | i | -2.5% | 3.9% | 1.1 | 7.4% | -3.4% | -2.8%

The results go on:
# | Molecule | PMI inhibitors | P. falciparum M17LAP | Myeloid diff MLP GFP+ MAC1+ % | Myeloid diff MLP | XIAP antagonists | PMI inhibition | TNAP activators | M1AAP inhibition | LYP inhibition | CSM14.1 death rescue
31 | CCCc1nnc(SCC(=O)N2CCCC(C)C2)n1CC1CCCO1 (stereo not drawn) | 2.8% | 5.4% | 2.0 | i | -0.8% | 2.3% | 1.1 | -5.5% | -6.4% | -2.0%
32 | CCOC(=O)NC(=O)CSc1ccc2ccccc2n1 | -13.5% | -4.5% | 0.4 | i | -9.2% | -5.4% | 1 | 5.4% | -7.9% | 3.5%
33 | Cc1nc(SCC(=O)c2c[nH]c3ccccc23)n[nH]1 | 16.5% | 12.2% | 0.9 | i | 5.0% | 11.6% | 1 | 3.7% | 1.7% | .
34 | COc1cccc(N(CC(=O)Nc2cccc(F)c2)S(C)(=O)=O)c1 | -1.3% | -7.9% | 0.6 | i | 2.6% | -2.4% | 1 | 6.9% | -7.3% | -1.4%
35 | CCOC(=O)c1c(OCCO)nn(-c2ccccc2)c1N | -3.2% | -1.5% | . | . | -5.5% | -0.5% | 1.1 | 5.0% | 0.6% | -1.4%
36 | CC(C)(C)OC(=O)N1CCC[C@H]1c1nnc(SCC(=O)Nc2ccc(Br)cc2)o1 | . | 1.0% | 0.9 | i | . | . | . | -1.4% | 1.9% | .
37 | NC1=NCc2ccccc21 | 8.2% | 2.7% | 6.0 | i | 0.6% | -4.8% | 1.1 | 0.8% | -7.1% | -1.0%
38 | Cc1cccc(C)c1OCC(=O)Nn1c(=O)[nH]c2ccccc2c1=O | 3.3% | 2.2% | 0.0 | i | -7.8% | 5.9% | 1.1 | 9.8% | -3.1% | -1.2%
39 | COc1cc(OC)c(N(C)S(=O)(=O)c2cccc(C(=O)OCc3c(C)noc3C)c2)cc1Cl | 0.5% | 0.2% | 0.2 | i | -4.8% | 1.9% | 1.1 | 2.4% | 7.6% | -0.5%
40 | S=C(NCC1CCCO1)N1CCN(Cc2ccccc2)CC1 (stereo not drawn) | 16.6% | . | 1.1 | i | -11.7% | 10.6% | 1.1 | . | -9.1% | -1.4%
41 | c1ccc(-c2nccc(-c3ccc(-n4cnc5ccccc54)cc3)n2)nc1 | -13.4% | -10.5% | 0.6 | i | -3.4% | -17.2% | 1 | 7.4% | -5.3% | 4.0%
42 | CCOC(=O)c1c(C2CC2)csc1NC(C)=O | 18.6% | -2.4% | 1.1 | i | -1.3% | 15.2% | 1 | 5.3% | 2.0% | -2.1%
43 | CCN(Cc1ccccc1)C(=O)CSc1nc(C)cc2c1C(=O)OC2 | -2.4% | 0.2% | 0.6 | i | -3.6% | -5.7% | 1.1 | -3.0% | -4.5% | -2.0%
44 | CCCCOc1ccc(C2CC(=O)NC2=O)cc1 (stereo not drawn) | 5.3% | -1.7% | 0.6 | i | -8.2% | 1.6% | 1 | -1.4% | -0.1% | 0.7%
45 | CCSCc1nnc(SCC(=O)Nc2cccc(C(C)=O)c2)n1C | 1.1% | -1.1% | 0.2 | i | -6.5% | 3.7% | 1.1 | 0.2% | 5.5% | 1.2%
46 | O=C(N/N=C/c1cc(Br)ccc1O)c1cccc(N2CCCC2=O)c1 | -13.6% | 6.3% | 1.2 | i | -13.3% | -20.4% | 1.1 | 38.3µM* | 5.5% | -1.5%
47 | O=C(O)c1cc2cc(F)ccc2[nH]1 | -15.7% | 5.1% | 2.4 | i | -4.5% | -13.4% | 1.1 | 5.1% | 3.4% | -2.5%
48 | Fc1cc(F)cc(NC(=S)N2CCC(c3ccccc3)C2)c1 (stereo not drawn) | -4.1% | 3.1% | 0.2 | i | -2.1% | -2.1% | 1.1 | -1.7% | 0.2% | -12.6%
49 | COc1ccc(CCN(C)CC(O)c2ccccc2)cc1OC (stereo not drawn) | -0.1% | -2.6% | 0.8 | i | -9.0% | 0.1% | 1.2 | 2.7% | -12.1% | -1.5%
50 | O=C(Nc1cccc(S(=O)(=O)N2CCCCC2)c1)c1ccc2ccccc2n1 | 22.2% | 0.7% | 0.7 | i | -6.5% | 10.9% | 0.9 | 5.4% | -2.0% | -2.1%
51 | O=C(/C=C/c1ccco1)N(Cc1cccc(Br)c1)C1CCS(=O)(=O)C1 (stereo not drawn) | . | 1.9% | 0.5 | i | . | . | . | 4.1% | 0.5% | .
52 | O=C(O)Cn1c(-c2cscn2)nc2ccccc21 | 2.5% | -1.9% | 0.3 | i | 2.0% | -2.3% | 1.1 | -2.9% | -10.0% | -2.7%
